# SRC3 inh – inhibitors of human steroid receptor coactivator 3 (SRC3). Q9Y6Q9. HEK293 GAL4-SRC3 luciferase reporter, luminescence. inhibition, % at 3.6 µM. hit rate 0.17% among 360,000;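 active = inhibition above a per-campaign cutoff, the mean of all compounds plus 3 SD, cut at about 60% in these data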;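 also: 0% = DMSO-treated cells and 100% = gossypol-treated cells at 36 µM; higher means less SRC3-driven luciferase light from the GAL4 reporter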
# EBV LMP1 NFkB – reduces LMP1-driven NF-kappaB luciferase signal | hit rate 0.69% among 350,000 | inhibition, % at 12.5 µM | LMP1-induced NF-kappaB luciferase reporter cells, luminescence; in the data active = inhibition above about 41%;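 also: 0% = neutral control wells and 100% = reference inhibitor control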
# LRH-1 inv ag – inverse agonists of human LRH-1 (NR5A2). inhibition, % at 3.6 µM. AID 602396. O00482. HEK293T StAR-luciferase reporter, LRH-1 transfected, 24 h. hit rate 0.13% among 360,000;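 active = inhibition above the mean inhibition of all tested compounds plus 3 SD, cut at about 73% in these data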;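 also: 0% = DMSO wells and 100% = reporter-only cells lacking LRH-1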
# COUP-TFII inh – inhibitors of human COUP-TFII (NR2F2); P24468; HEK293T NGFI-A luciferase reporter, luminescence; inhibition, % at 8.6 µM; hit rate 0.7% among 370,000; AID 686940;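 active = inhibition above a per-plate cutoff, mean inhibition of test wells between control levels plus 3 SD, cut at about 38% in these data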;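 also: cells cotransfected with COUP-TFII expression vector driving the NGFI-A reporter; 0% = median of COUP-TF2 test wells and 100% = reporter-only cells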
# NOD2 RIPK2 PPI – inhibitors of human NOD2-RIPK2 interaction; inhibition, % at 4.98 µM; AID 624267; CHO BLA complementation NOD2-RIPK2, CCF4 ratio; O43353; hit rate 0.38% among 360,000; in the data active = inhibition above about 21%;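 also: 0% = vehicle only and 100% = reference blocker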
# SRC2 inh – inhibits human steroid receptor coactivator 2. Q15596. HEK293 GAL4-SRC2 luciferase reporter, luminescence. inhibition, % at 9 µM. hit rate 0.17% among 370,000. AID 651957;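 active = inhibition above the mean inhibition of all tested compounds plus 3 SD, set per campaign, cut at about 52% in these data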;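 also: 0% = DMSO treated cells and 100% = cells given Gossypol at 36 µM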
# Target sequence (Q15596 whole entry, looked up, the tested form may be a part): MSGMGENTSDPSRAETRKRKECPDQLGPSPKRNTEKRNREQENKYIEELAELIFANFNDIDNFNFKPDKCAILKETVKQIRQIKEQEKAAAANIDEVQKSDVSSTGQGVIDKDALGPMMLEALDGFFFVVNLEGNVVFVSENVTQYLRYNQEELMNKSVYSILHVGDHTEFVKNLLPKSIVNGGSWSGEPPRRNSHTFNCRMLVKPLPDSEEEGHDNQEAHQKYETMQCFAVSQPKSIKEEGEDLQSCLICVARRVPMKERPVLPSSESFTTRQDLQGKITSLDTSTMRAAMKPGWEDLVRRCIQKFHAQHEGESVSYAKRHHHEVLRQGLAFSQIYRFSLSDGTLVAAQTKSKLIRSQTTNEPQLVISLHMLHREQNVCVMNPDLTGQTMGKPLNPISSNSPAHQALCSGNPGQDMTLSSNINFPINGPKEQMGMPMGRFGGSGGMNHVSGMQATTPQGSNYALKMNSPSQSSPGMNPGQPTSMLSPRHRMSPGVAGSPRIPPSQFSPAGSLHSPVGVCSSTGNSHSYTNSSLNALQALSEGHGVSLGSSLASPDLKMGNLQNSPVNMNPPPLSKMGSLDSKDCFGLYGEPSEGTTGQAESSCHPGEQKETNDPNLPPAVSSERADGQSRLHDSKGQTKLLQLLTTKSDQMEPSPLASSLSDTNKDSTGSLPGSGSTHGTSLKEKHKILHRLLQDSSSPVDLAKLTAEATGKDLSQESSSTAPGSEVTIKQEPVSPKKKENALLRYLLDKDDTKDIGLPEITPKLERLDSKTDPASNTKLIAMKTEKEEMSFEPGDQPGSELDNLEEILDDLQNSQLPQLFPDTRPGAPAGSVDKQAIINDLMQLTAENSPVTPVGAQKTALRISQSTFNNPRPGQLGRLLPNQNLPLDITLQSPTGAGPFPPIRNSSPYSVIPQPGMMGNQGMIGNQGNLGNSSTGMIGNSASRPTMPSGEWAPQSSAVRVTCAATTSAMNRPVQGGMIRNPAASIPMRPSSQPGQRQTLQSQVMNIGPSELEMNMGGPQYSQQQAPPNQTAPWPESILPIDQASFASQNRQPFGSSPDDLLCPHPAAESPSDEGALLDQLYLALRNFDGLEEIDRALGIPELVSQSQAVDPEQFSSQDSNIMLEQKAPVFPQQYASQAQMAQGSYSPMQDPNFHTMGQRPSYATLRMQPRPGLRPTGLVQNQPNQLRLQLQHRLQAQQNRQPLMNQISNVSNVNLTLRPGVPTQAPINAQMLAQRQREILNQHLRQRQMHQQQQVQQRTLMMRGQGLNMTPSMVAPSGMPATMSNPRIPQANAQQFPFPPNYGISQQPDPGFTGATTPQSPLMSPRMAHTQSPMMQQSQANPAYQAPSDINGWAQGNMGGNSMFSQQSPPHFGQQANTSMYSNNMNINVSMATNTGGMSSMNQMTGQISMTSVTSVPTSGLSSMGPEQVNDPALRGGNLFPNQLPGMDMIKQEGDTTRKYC
# MC4R ag barr – agonists of human melanocortin 4 receptor (MC4R) beta-arrestin; P32245; U2OS MC4R beta-arrestin complementation, luminescence; percent of melanotan II response, DMSO zero; activation, % at 8.9 µM; hit rate 0.98% among 360,000; AID 540308;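 active = activation above a per-plate cutoff, the mean activation of sample wells on that plate plus 3 SD, cut at about 8% in these data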
# ABHD5-PLIN5 inh – ABHD5-PLIN5 protein interaction inhibition; Q00G26+Q8WTS1; inhibition, % at 4 µM; Split G. princeps luciferase complementation, luminescence, 4 h; hit rate 0.78% among 360,000;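 active = inhibition above the mean inhibition across every tested compound plus 3 SD, cut at about 22% in these data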;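 also: 0% = DMSO only wells and the 100% control is not disclosed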
# SRC1 inh – human NCOA1 inhibition | Q15788 | HEK293 GAL4-SRC1 luciferase reporter, luminescence | inhibition, % at 3.6 µM | hit rate 0.12% among 360,000 | AID 588354;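 active = inhibition above the campaign mean plus 3 SD, with each screening campaign given its own cutoff, cut at about 60% in these data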;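 also: 0% = DMSO treated cells and 100% = gossypol at 36 µM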
# TLR9-MyD88 inh – TLR9-MyD88 interaction inhibition; Q9NR96+Q99836; CHO BLA complementation TLR9-MyD88, CCF4 FRET ratio; inhibition, % at 4.98 µM; hit rate 0.21% among 340,000;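 active = inhibition above the mean over all tested compounds plus 3 SD, cut at about 21% in these data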;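 also: 0% = DMSO only wells and 100% = clavulanate BLA inhibitor control wells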
# MC4R antagonist – blocks human MC4R cAMP signaling; P32245; MC4R-expressing cells, MTII-stimulated cAMP, LANCE TR-FRET; inhibition, % at 6.5 µM; hit rate 0.48% among 360,000; AID 540295;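 active = inhibition above its plate's cutoff, the mean of tested wells on that plate plus 3 SD, cut at about 29% in these data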;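 also: 0% = Melanotan II alone and 100% = Melanotan II plus saturating MCL0020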
#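 material = U2OS cells stably expressing human melanocortin 4 receptor (MC4R) | also added = Melanotan II challenge | dosing = single nominal compound dose of 6.5 µM | detection = TR-FRET with Eu-cAMP and labeled anti-cAMP, 671 nm | replication = singlicate | timing = compound 30 min, challenge 1 h, detection 1 h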
# * marks the source's active call; other numbers are inactive results; x = not tested or not shown. These rows are one share of the data; count on the stated rates, not on these rows.
SMILES,SRC3 inh,EBV LMP1 NFkB,LRH-1 inv ag,COUP-TFII inh,NOD2 RIPK2 PPI,SRC2 inh,MC4R ag barr,ABHD5-PLIN5 inh,SRC1 inh,TLR9-MyD88 inh,MC4R antagonist
N#CCc1nn(-c2ccccc2)c2ncnc(N)c12,23,-1,11,0,-4,-24,-0.9,-2,-32,8,16
Cc1ccc(CN2CCSc3ccc(C(=O)NCC4CCCO4)cc32)cc1 (configuration not stated),-18,-7,-10,x,6,x,-2.1,-7,-5,10,16
O=C(Nc1ccc(F)cc1)Nc1ccccc1C(=O)NCCN1CCNC1=O,10,x,4,9,-4,18,-1.0,4,7,x,1
COC(=O)[C@@H]1C[C@H]1[C@@H](NC(=O)c1cc(C)on1)c1ccccc1,9,3,-5,-12,-4,-9,-0.6,0,-24,11,2
COc1ccc(-c2cn3c(C)c(C(=O)NC(C)C)sc3n2)cc1,-30,-13,-22,-14,1,-11,-1.8,0,-42,-10,19
CCOc1ccc(C(=O)OCC(=O)N2CCCC2)cc1,-28,-5,-26,0,-5,-5,-2.1,0,-33,-15,7
Cn1c2ccccc2c(=O)c2c(=O)n(C3CCCCCC3)c(C3CCCCC3)nc21,6,-9,2,6,-12,-8,-0.8,-5,7,-6,10
Cc1nc(N)[nH]c(=O)c1CCCNc1ccc([N+](=O)[O-])cc1,-36,-2,15,-13,-1,-52,0.3,-3,-24,-8,7
Cn1cc(Cl)c(C(=O)OCC(=O)c2ccccc2)n1,-14,-3,-4,-9,6,-23,-0.8,2,2,9,-12
CCc1ccc(OCC2NCCc3cc(OC)c(OC)cc32)cc1 (configuration not stated),0,8,-15,1,-2,-43,-4.6,8,0,-17,-1
Cc1ccc(S(=O)(=O)NCC(=O)N(CC(=O)NCC2CCCO2)Cc2ccccc2Cl)cc1 (configuration not stated),-1,0,-11,-11,-8,17,0.8,-6,-3,-6,2
CCc1ccc(-c2csc3ncn(CC(=O)N4CCOCC4)c(=O)c23)cc1,24,-5,21,-15,1,12,-1.6,3,-20,2,0
Cc1cccc(-n2c(SCC(=O)N3CC(=O)Nc4ccccc43)nc3ccccc3c2=O)c1C,9,9,21,10,-2,16,-1.3,-1,10,-5,3
O=C(CNC(=O)c1ccc(Br)o1)NCC1CCCO1 (configuration not stated),5,4,-12,5,-14,-1,-3.4,3,-41,-6,-2
CC(=O)N(Cc1cccnc1)Cc1cc2ccc(C)cc2[nH]c1=O,-4,-8,-5,1,-4,-3,-0.3,-3,-9,-8,4
Cc1cc(Br)ccc1SCC(=O)OCC(=O)Nc1ncc(C(F)(F)F)cc1Cl,7,-14,6,2,-3,-29,2.8,-1,-2,-3,8
Cc1c(Cl)cccc1NC(=O)[C@@H](NC(=O)c1ccccc1Cl)C(C)C,28,-44,0,-3,-4,6,-1.9,0,5,-5,11
O=C(Nc1ccon1)Nc1ccc(Cl)cc1Cl,-9,-1,-26,-3,-2,-14,0.3,-6,-22,-8,-3
CC(=O)NC(c1cccc(F)c1)c1nc(-c2cccc(C(F)(F)F)c2)cs1 (configuration not stated),4,x,6,0,-4,-4,-0.7,0,7,x,1
CC1CCCC(NC(=O)C2CCC(CNc3c(N4CCCC4)c(=O)c3=O)CC2)C1C (configuration not stated),-8,16,9,-27,1,-4,-2.0,-8,-21,3,-2
COc1cc(C(=S)N2CCOCC2)cc(OC)c1OC,13,-1,17,-24,3,-7,-0.6,-5,-8,7,-6
NC(=O)c1c(NC(=O)c2cnccn2)sc2c1CCCC2,-49,-23,-16,-36,0,-22,-2.0,-1,-58,-6,2
Cc1cccc2cc(C#N)c(SCC(=O)Nc3ccccc3N3CCOCC3)nc12,-8,-9,-1,4,-10,-12,-1.0,4,-7,11,0
Cc1cc(C)nc(-n2ncc(C#N)c2N)n1,1,-8,-18,2,-6,-13,-0.4,8,27,1,1
COC(=O)c1cnn2c3c(c(C)nc12)CCCC3,-28,0,-32,-47,4,-21,1.4,-1,-25,-5,9
Cc1ccc(S(=O)(=O)NCCNC(=O)c2nonc2N)cc1,11,-4,-20,5,-5,-27,-0.1,2,5,2,1
C=CCn1c(N)c(C(=O)N2CCOCC2)sc1=S,-10,-12,16,0,-4,6,1.9,10,-5,3,1
O=C(CN1CCN(c2ccccn2)CC1)Nc1ccccc1C(=O)Nc1ccccc1,-2,0,5,-1,1,-1,0.1,2,3,3,-3
O=C(CNC(=O)c1ccco1)OC(C(=O)c1ccccc1)c1ccccc1 (configuration not stated),8,3,-6,-2,-6,-16,0.9,4,4,0,13
CC(C)(C)c1nnc(NC(=S)Nc2ccccc2)s1,-88,-15,-126,-36,1,-25,-0.4,-9,-109,4,7

# 11 compounds already listed, sorted by length of the SMILES, high to low.
SMILES,SRC3 inh,EBV LMP1 NFkB,LRH-1 inv ag,COUP-TFII inh,NOD2 RIPK2 PPI,SRC2 inh,MC4R ag barr,ABHD5-PLIN5 inh,SRC1 inh,TLR9-MyD88 inh,MC4R antagonist
CC1CCCC(NC(=O)C2CCC(CNc3c(N4CCCC4)c(=O)c3=O)CC2)C1C (configuration not stated),-8,16,9,-27,1,-4,-2.0,-8,-21,3,-2
CC(=O)NC(c1cccc(F)c1)c1nc(-c2cccc(C(F)(F)F)c2)cs1 (configuration not stated),4,x,6,0,-4,-4,-0.7,0,7,x,1
Cc1c(Cl)cccc1NC(=O)[C@@H](NC(=O)c1ccccc1Cl)C(C)C,28,-44,0,-3,-4,6,-1.9,0,5,-5,11
O=C(CN1CCN(c2ccccn2)CC1)Nc1ccccc1C(=O)Nc1ccccc1,-2,0,5,-1,1,-1,0.1,2,3,3,-3
Cc1cccc2cc(C#N)c(SCC(=O)Nc3ccccc3N3CCOCC3)nc12,-8,-9,-1,4,-10,-12,-1.0,4,-7,11,0
O=C(CNC(=O)c1ccco1)OC(C(=O)c1ccccc1)c1ccccc1 (configuration not stated),8,3,-6,-2,-6,-16,0.9,4,4,0,13
Cc1ccc(S(=O)(=O)NCCNC(=O)c2nonc2N)cc1,11,-4,-20,5,-5,-27,-0.1,2,5,2,1
NC(=O)c1c(NC(=O)c2cnccn2)sc2c1CCCC2,-49,-23,-16,-36,0,-22,-2.0,-1,-58,-6,2
CC(C)(C)c1nnc(NC(=S)Nc2ccccc2)s1,-88,-15,-126,-36,1,-25,-0.4,-9,-109,4,7
C=CCn1c(N)c(C(=O)N2CCOCC2)sc1=S,-10,-12,16,0,-4,6,1.9,10,-5,3,1
Cc1cc(C)nc(-n2ncc(C#N)c2N)n1,1,-8,-18,2,-6,-13,-0.4,8,27,1,1

# Going on with the list.
SMILES,SRC3 inh,EBV LMP1 NFkB,LRH-1 inv ag,COUP-TFII inh,NOD2 RIPK2 PPI,SRC2 inh,MC4R ag barr,ABHD5-PLIN5 inh,SRC1 inh,TLR9-MyD88 inh,MC4R antagonist
COCCN(CCOC)C(=O)c1c[nH]c2ccc(S(=O)(=O)N(C)c3ccc(F)cc3)cc2c1=O,16,1,2,10,-7,24,-0.5,-1,-19,0,8
CC1(c2nnnn2Cc2ccccc2)CCC(=O)N1CCOc1ccccc1 (configuration not stated),x,x,19,-9,-1,20,x,6,x,x,x
CNC(=O)c1cc2c(=O)n3cc(C)ccc3nc2n(C(C)C)c1=N,18,-2,6,-2,-19,-3,2.1,4,10,-18,-5
Cc1ccc(Cn2c(N3CCCCCC3)nc3c2c(=O)[nH]c(=O)n3C)cc1,13,5,21,1,8,7,-0.8,8,2,-5,-2
CCC(=O)Nc1ccc(NC(=O)CSc2nnc(-c3ccco3)n2C)cc1,-26,4,32,4,-15,17,-2.7,6,-12,2,5
CC(C)c1ccc(NC(=O)CSc2n[nH]c(=O)n2Cc2ccco2)cc1,20,x,17,22,0,-4,0.7,4,22,x,12
O=C(CNC(=S)N(CCCN1CCOCC1)Cc1cccs1)NC1CC1,9,13,-15,-9,-5,-4,0.0,8,-23,0,1
Cc1coc2cc3oc(=O)c(CCC(=O)N4CCC(C(=O)O)(c5ccccc5)CC4)c(C)c3cc12,5,-15,18,0,-2,2,0.3,-4,-8,10,16
CCOC(=O)N1CCN(CC(O)c2c[nH]c3ccccc23)CC1 (configuration not stated),8,-5,6,-16,5,-15,-1.9,5,-4,1,11
CCN(c1ccccc1)S(=O)(=O)c1ccc(Cl)c(C(=O)N2CCCC2)c1,-26,-4,3,-10,-2,10,0.4,5,5,5,5
O=C(Cn1c(=O)oc2ccccc21)Nc1n[nH]c(=S)s1,27,0,4,-19,-4,13,-2.7,0,18,5,3
COCCN1CCC(CNCc2c(C(=O)N3CCCCC3)nc3c(C)cccn23)C1 (configuration not stated),21,0,-8,-2,2,-10,3.7,10,-2,5,-9
CCOC(=O)c1cc(C)n(-c2c(C)n(C)n(-c3ccccc3)c2=O)c1C,-55,0,3,0,-5,-4,0.3,4,5,2,11
O=C(CCC(=O)c1ccc(F)cc1)Nc1cc(Cl)cc(Cl)c1,9,-8,5,3,14,6,7.6,-4,4,4,3
CCn1c(SCC(=O)O)nnc1C1CCCCC1,5,9,4,-1,-7,6,0.1,5,-16,-3,13
CCOC(=O)N1CCN(S(=O)(=O)c2c(C)[nH]c(=O)[nH]c2=O)CC1,2,-7,9,1,-2,10,0.6,-3,4,7,7
NC(=O)c1ccc(Br)c(S(=O)(=O)N2CCCCC2)c1,1,0,-5,1,-4,8,-0.8,1,2,-4,6
CCOC(=O)C1=C(CC)Nc2ccccc2N=C1NC(=O)CCNC(C)=O,7,-12,1,0,-1,-12,-0.3,8,1,3,-1
CCOc1ccc(C(=O)Nc2ccccc2-c2ccccc2)cc1Cl,6,3,0,-12,-1,1,0.5,-4,4,-2,-8
O=C(COc1ccccc1)Nc1ccc2oc(=O)ccc2c1,-23,-6,-7,-8,0,-1,-1.0,-1,-2,5,14
CN(C)S(=O)(=O)c1ccc(C(=O)NCc2ccccc2)cc1,2,8,0,2,-7,-33,-1.7,-5,-6,-1,-6
CCOCCCn1cnc2c(c1=O)c1nc3ccccc3nc1n2-c1ccc(C)cc1,-6,4,-8,-4,-7,-35,0.7,8,0,-4,16
Cc1cc(=O)c2cc(Br)ccc2[nH]1,22,-3,8,9,-5,10,1.1,0,-23,-12,11

# Look-ups from the entries so far:
# Reading of NC(=O)c1c(NC(=O)c2cnccn2)sc2c1CCCC2 under MC4R ag barr: -2.0
# Reading of CCOc1ccc(C(=O)Nc2ccccc2-c2ccccc2)cc1Cl under MC4R antagonist: -8

# Screens (PubChem)
